ALOX15B inhib = blocks human 15-lipoxygenase 2 activity; O15296; purified 15hLO-2, xylenol orange hydroperoxide absorbance; Potency, µM (titrated, usually from 57.1 µM), for inactives: top-dose activity change, negative = inhibition, most hits filed as inhibitors; hit rate 0.56% among 110,000; also: potency is read from the fitted curve at half-maximal effect; nearly all actives have a fitted effect of over 60% in size; many of its hits are not listed in these tables
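Purified human 15hLO-2 (50 nM) preincubated 15 min with compound, then 45 uM arachidonic acid for 90 min at RT in 25 mM Hepes pH 7.5, 0.01% Triton X-100. Hydroperoxide detected by Fe-xylenol orange; 573/405 nm absorbance ratio.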
12-hLO inh = blocks human 12-lipoxygenase activity. purified 12-hLO, xylenol orange hydroperoxide absorbance. AID 1452. P18054. hit rate 0.12% among 150,000. Potency, µM (highest dose often 57.1 µM), for the others: top-dose activity change, negative = inhibition, actives largely listed as inhibitors; also: potency is read from the fitted curve at half-maximal effect; nearly all actives have a fitted effect of over 55% in size; many of its hits are not listed in these tables
Target sequence (P18054 whole entry, looked up): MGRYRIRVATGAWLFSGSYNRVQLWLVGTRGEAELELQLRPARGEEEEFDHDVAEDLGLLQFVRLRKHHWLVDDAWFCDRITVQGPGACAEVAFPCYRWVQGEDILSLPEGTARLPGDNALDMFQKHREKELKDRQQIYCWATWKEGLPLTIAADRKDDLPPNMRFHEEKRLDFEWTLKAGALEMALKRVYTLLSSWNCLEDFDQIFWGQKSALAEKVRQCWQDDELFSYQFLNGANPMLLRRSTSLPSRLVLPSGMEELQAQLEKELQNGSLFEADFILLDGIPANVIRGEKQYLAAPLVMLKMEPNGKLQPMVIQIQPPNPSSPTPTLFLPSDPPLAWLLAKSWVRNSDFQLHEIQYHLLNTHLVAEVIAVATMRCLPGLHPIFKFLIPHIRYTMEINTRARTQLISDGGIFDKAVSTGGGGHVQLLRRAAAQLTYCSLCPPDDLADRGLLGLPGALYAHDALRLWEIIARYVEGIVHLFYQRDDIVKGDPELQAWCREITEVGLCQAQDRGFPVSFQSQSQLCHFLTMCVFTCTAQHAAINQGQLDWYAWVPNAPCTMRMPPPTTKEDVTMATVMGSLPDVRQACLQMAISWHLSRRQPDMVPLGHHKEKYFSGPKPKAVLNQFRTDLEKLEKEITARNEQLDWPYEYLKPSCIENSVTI
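Lipoxygenase turnover measured by absorbance at 573 and 405 nm after Fe-XO development. Human 12hLO 150 nM, arachidonate 40 uM, pH 7.0 Hepes buffer with detergent; 15 min compound preincubation, 30 min reaction.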
PNC assembly inh = perinucleolar compartment assembly inhibition; PC3M PTB-GFP, PNC prevalence imaging, 16 h; active compounds read low; activity change (PNC), negative = inhibition, % at 10 µM; hit rate 3.1% among 140,000; AID 2417;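 active = readout at or below -70, meaning at least 70% loss of cells showing the perinucleolar compartment, a nuclear body marking cancer cells; inconclusive = readout between -30 and a set limit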;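 also: plate controls were DMSO wells for no effect and camptothecin positive control wells for full effect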
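Compounds are pinned in duplicate onto adhered PC3M cells stably expressing GFP-tagged PTB and incubated 16 h at 37 C. Cells are then fixed, nuclei stained with Hoechst, and PNC-positive cells counted.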
IMPase inh = membrane-permeable compound that blocks inositol monophosphatase. P97697. 120,000 tested, under 10 active. inhibition (IP1 accumulation), % at 46.1 µM. CHO-M1 cells, IP1 accumulation, HTRF TR-FRET ratio; active = well fitted curve in the direction sought with a large enough effect in the signal ratio, not every such curve was filed as active; inconclusive = small, poorly fitted or top-dose-only effect, or a change in a side signal; inactive = no such curve, though single readings can be large or run the other way; the % refers to the signal ratio;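 also: cells stimulated with carbachol in lithium chloride buffer; plate controls were DMSO basal wells for no effect and reference inhibitor wells for full effect; higher means more IMPase inhibition seen as more IP1 and lower FRET ratio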
Target sequence (P97697 whole entry, looked up): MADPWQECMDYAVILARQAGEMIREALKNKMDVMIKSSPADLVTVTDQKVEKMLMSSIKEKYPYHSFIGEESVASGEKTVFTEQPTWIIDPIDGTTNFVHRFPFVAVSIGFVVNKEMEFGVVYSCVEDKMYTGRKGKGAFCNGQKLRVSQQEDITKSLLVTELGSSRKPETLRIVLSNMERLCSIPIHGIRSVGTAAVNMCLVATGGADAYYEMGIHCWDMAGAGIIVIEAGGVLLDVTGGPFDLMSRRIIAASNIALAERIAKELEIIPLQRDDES
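CHO-M1, 2000 cells/well, cultured 16–30 h; cpd up to 46 uM; carbachol (50 uM solution, stimulation buffer w/ 50 mM LiCl, pH 7.4), 30 min 37C; IP-One TR-FRET, 10 min RT; Ex 320/Em 665, 620; Hill-fit AC50.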
* hit, by the source's call; & = joins results of further samples; [ ] = another dose, or the depositor's remark. Unless noted, calls follow the shape of the dose curve; as a rule, active = well fitted curve in the direction sought with a large enough effect; inconclusive = small, poorly fitted or top-dose-only effect, or another doubt; inactive = no such curve, though single readings can be large; an effect the other way counts as inactive or inconclusive. Unless noted, % is scaled to controls: 0 for no effect and ±100 for the full control effect.

How did O=C(C1CCCN(S(=O)(=O)c2cccc3nsnc23)C1)N1CCc2ccccc2C1 (stereo not drawn) do in these assays?
ALOX15B inhib: 3%; 12-hLO inh: -8%; PNC assembly inh: inconclusive; IMPase inh: 8

Results for CC1=C(CCC(=O)O)c2cc3nc(cc4[nH]c(cc5[nH]c(cc1n2)c(C)c5C(C)O)c(C)c4C(C)O)C(C)=C3CCC(=O)O (stereo not drawn) ?
ALOX15B inhib: -20%; 12-hLO inh: -6%

How did O=C(NCCN1CCOCC1)c1cc(Sc2cccc(Cl)c2)nc2ccccc12 do in these assays?
12-hLO inh: -5%; PNC assembly inh: inconclusive; IMPase inh: -2

What do the screens show for `Cc1ccc(C)c(NC(=O)CSc2nnc(-c3ccccc3)o2)c1`?
ALOX15B inhib: -2%; 12-hLO inh: -5%; PNC assembly inh: -21; IMPase inh: 7

How did CCOC(=O)c1[nH]c2ccc(C)cc2c1N do in these assays?
12-hLO inh: 1%; PNC assembly inh: inconclusive; IMPase inh: 34[activator]

How did CCC(CC)C(=O)NCCc1cc2ccc(C)cc2[nH]c1=O do in these assays?
12-hLO inh: 7%; PNC assembly inh: inconclusive; IMPase inh: -20

What do the screens show for `Cc1ccc(C(=S)NCS(=O)(=O)c2ccc(C)cc2)cc1`?
ALOX15B inhib: inconclusive; 12-hLO inh: -30%; PNC assembly inh: inconclusive; IMPase inh: 6

Results for Cc1c(C(=O)OCC(=O)c2c(N)n(CC(C)C)c(=O)n(C)c2=O)oc2ccccc12 ?
12-hLO inh: -2%; PNC assembly inh: inconclusive; IMPase inh: -6

How did CCCCS(=O)(=O)c1sc2nc3c(cc2c1N)CCCC3 do in these assays?
ALOX15B inhib: -1%; 12-hLO inh: -5%; PNC assembly inh: 25; IMPase inh: 4

How did CCOC(=O)c1cc(C(C)(C)C)oc1CNC(=O)c1c(C)oc2c1CCCC2 do in these assays?
12-hLO inh: -12%; PNC assembly inh: 280; IMPase inh: 43[activator]

Results for CN(C)CCOC(=O)C1(c2ccccc2)CCOCC1 ?
ALOX15B inhib: 13%&-4%; 12-hLO inh: -1%&3%; PNC assembly inh: 26&53; IMPase inh: 10&10

How did COC(=O)c1cc(Br)c(=O)n(-c2ccc(C(C)=O)cc2)c1 do in these assays?
ALOX15B inhib: 16%; 12-hLO inh: -2%; PNC assembly inh: 0; IMPase inh: -5

What do the screens show for `Cc1ccc2nc3c(cc(C(=O)NCC4CCCO4)c(=N)n3CCCOC(C)C)c(=O)n2c1` (stereo not drawn)?
ALOX15B inhib: -16%; 12-hLO inh: -13%; PNC assembly inh: 18; IMPase inh: -26

Results for O=C(O)c1cnn(-c2ccccc2)c1-n1cccc1 ?
12-hLO inh: 1%; PNC assembly inh: -15; IMPase inh: 12

Results for COC(C(=O)NCc1ccccc1C)c1ccccc1 (stereo not drawn) ?
12-hLO inh: 0%; PNC assembly inh: inconclusive

What do the screens show for `CC(O)CNc1cc(N)c([N+](=O)[O-])cc1[N+](=O)[O-]` (stereo not drawn)?
12-hLO inh: -3%; PNC assembly inh: -17

How did CCCn1nnnc1NC(=O)c1cc(Cl)ccc1Cl do in these assays?
12-hLO inh: 1%; PNC assembly inh: 29

What do the screens show for `CC1(C(=O)NCc2ccccc2)Oc2ccccc2NC1=O` (stereo not drawn)?
ALOX15B inhib: -6%; 12-hLO inh: -4%; PNC assembly inh: -2; IMPase inh: 7

How did COc1ccc(Nc2nnc(SCC(=O)/C=C3/N(C)c4ccccc4C3(C)C)s2)cc1 do in these assays?
12-hLO inh: -1%; PNC assembly inh: 21

How did Cn1c(CO)cnc1SCc1c(Cl)cccc1Cl do in these assays?
ALOX15B inhib: 9%; 12-hLO inh: 1%; PNC assembly inh: 23; IMPase inh: -1

Results for Cc1ccc(C(CC(=O)O)C2CCOC(C)(C)C2)cc1 (stereo not drawn) ?
ALOX15B inhib: 3%; 12-hLO inh: 3%; PNC assembly inh: -24; IMPase inh: -4

How did COc1ccc(-n2c(Cn3nnc4ccccc43)nnc2SCC(=O)O)cc1 do in these assays?
ALOX15B inhib: 7%; 12-hLO inh: 0%; PNC assembly inh: 50; IMPase inh: 8

Results for CC(C)c1nnc(N2C(=O)c3oc4ccccc4c(=O)c3C2c2ccco2)s1 (stereo not drawn) ?
12-hLO inh: 1%; PNC assembly inh: 25; IMPase inh: 0

How did NC(=O)C1CCN(C(=O)COc2cccc3ccccc23)CC1 do in these assays?
ALOX15B inhib: 3%; 12-hLO inh: 6%; PNC assembly inh: -2; IMPase inh: 1

What do the screens show for `CSc1nc2[nH]ncc2c(=O)n1-c1ccccc1`?
12-hLO inh: 2%; PNC assembly inh: 4

Results for COc1cc(/C=N/NC(=O)CNC(=O)c2ccc3c(c2)OCCO3)ccc1O ?
ALOX15B inhib: 0%; 12-hLO inh: 4%; PNC assembly inh: 42; IMPase inh: 4

Results for CC(C)=CCc1c(O)cc2oc(C)cc(=O)c2c1O ?
ALOX15B inhib: 1%; 12-hLO inh: 0%

How did Cc1ccc(S(=O)(=O)NC(=O)Nc2cc(C)ccc2F)cc1 do in these assays?
ALOX15B inhib: 6%; 12-hLO inh: -9%; PNC assembly inh: 14; IMPase inh: 7

How did CCCCN(CCCC)S(=O)(=O)c1ccc(NS(=O)(=O)c2ccc(NC(C)=O)cc2)cc1 do in these assays?
ALOX15B inhib: -16%; 12-hLO inh: -6%; PNC assembly inh: 14; IMPase inh: 8

How did Cc1ccc(/C=N/n2nnnc2N)o1 do in these assays?
ALOX15B inhib: 5%; 12-hLO inh: -6%; PNC assembly inh: 57; IMPase inh: -7

How did CN1C(=O)N(c2ccccc2)C(Nc2nncs2)C1(C)C (stereo not drawn) do in these assays?
ALOX15B inhib: -1%; 12-hLO inh: 3%; PNC assembly inh: inconclusive; IMPase inh: -2

Results for O=C(Nc1ccccc1-c1nc2ccccc2s1)c1cccnc1Cl ?
ALOX15B inhib: inconclusive; 12-hLO inh: -4%; PNC assembly inh: -18; IMPase inh: inconclusive

How did COc1ccc(C(=O)N2CCC3(CC2)CN(Cc2ccc(C#N)cc2)C3)cc1 do in these assays?
ALOX15B inhib: 29%; 12-hLO inh: 1%

What do the screens show for `COc1ccc(/C=N/Nc2nc(N3CCCC3)nc(N3CCCC3)n2)cc1`?
12-hLO inh: 2%; PNC assembly inh: inconclusive

Results for CNC(=O)c1nn(-c2ccc(Cl)cc2)ccc1=O ?
ALOX15B inhib: 2%[11.4 µM]; 12-hLO inh: -1%; PNC assembly inh: 17; IMPase inh: 3[1.84 µM]

How did Cc1nc(-c2ccccc2)cc(N2CCCC2)n1 do in these assays?
ALOX15B inhib: 4%; 12-hLO inh: 3%; PNC assembly inh: -8; IMPase inh: 17

How did CCOC(=O)c1cnc(-n2nc(C)cc2C)nc1N(CC)CC do in these assays?
ALOX15B inhib: 8%; 12-hLO inh: 6%; PNC assembly inh: inconclusive; IMPase inh: 11

What do the screens show for `Cn1c(=O)c2c(ncn2CC(COCc2ccccc2Cl)OCc2ccccc2Cl)n(C)c1=O` (stereo not drawn)?
ALOX15B inhib: 24%; 12-hLO inh: -3%; PNC assembly inh: -8; IMPase inh: 14

How did COc1ccc(NC(=O)c2ccco2)c(NC(=O)Cc2cccs2)c1 do in these assays?
ALOX15B inhib: 3%[2.29 µM]; 12-hLO inh: 8%; PNC assembly inh: inconclusive; IMPase inh: -3

Results for CCOc1ccc(/C(O)=C2/C(=O)C(=O)N(CC3CCCO3)C2c2cccs2)cc1 (stereo not drawn) ?
12-hLO inh: 2%; PNC assembly inh: -14

In the list so far, 4 have a COOH group.
Results for CC1=C(CCC(=O)O)c2cc3nc(cc4[nH]c(cc5[nH]c(cc1n2)c(C)c5C(C)O)c(C)c4C(C)O)C(C)=C3CCC(=O)O (stereo not drawn) ?
ALOX15B inhib: -20%; 12-hLO inh: -6%

Results for O=C(O)c1cnn(-c2ccccc2)c1-n1cccc1 ?
12-hLO inh: 1%; PNC assembly inh: -15; IMPase inh: 12

Results for Cc1ccc(C(CC(=O)O)C2CCOC(C)(C)C2)cc1 (stereo not drawn) ?
ALOX15B inhib: 3%; 12-hLO inh: 3%; PNC assembly inh: -24; IMPase inh: -4

How did COc1ccc(-n2c(Cn3nnc4ccccc43)nnc2SCC(=O)O)cc1 do in these assays?
ALOX15B inhib: 7%; 12-hLO inh: 0%; PNC assembly inh: 50; IMPase inh: 8

Remaining list, next part:
Results for CC(=O)Nc1ccc(Nc2ccc(N3C(=O)CCCC3=O)cc2[N+](=O)[O-])cc1 ?
12-hLO inh: 0%; PNC assembly inh: 34

How did CC(=O)Nc1ccc(Nc2c([N+](=O)[O-])cc(S(C)(=O)=O)cc2[N+](=O)[O-])cc1 do in these assays?
12-hLO inh: -3%; PNC assembly inh: inconclusive; IMPase inh: -10

What do the screens show for `CC(=O)c1ccc(OCc2ccccc2)c(C)c1O`?
12-hLO inh: -7%; PNC assembly inh: 11

What do the screens show for `Cc1c(Cl)cccc1NC(=O)c1ccc(OCC(=O)NCc2ccccc2)cc1`?
12-hLO inh: -4%; PNC assembly inh: -28; IMPase inh: -1

What do the screens show for `CCOC(=O)c1c[nH]c2c(Cl)c(Cl)ccc2c1=O`?
ALOX15B inhib: -4%; 12-hLO inh: -1%; PNC assembly inh: 7; IMPase inh: -8

What do the screens show for `CCOc1ccc(N=Cc2c(C)[nH]n(-c3nc4ccccc4[nH]3)c2=O)cc1`?
12-hLO inh: -1%; PNC assembly inh: 72; IMPase inh: 0

How did COc1ccc(N2CCN(C(=O)COc3ccccc3)CC2)cc1 do in these assays?
ALOX15B inhib: -8%; 12-hLO inh: -6%; PNC assembly inh: -14; IMPase inh: 0

What do the screens show for `N#Cc1nc(COc2ccc(-c3ccccc3)cc2)oc1NCc1cccnc1`?
ALOX15B inhib: 43%[activator]; 12-hLO inh: -4%; PNC assembly inh: 4; IMPase inh: 12

How did Cc1ccc(NC(=S)NCCc2ccc(F)cc2)c(C)c1 do in these assays?
12-hLO inh: -28%; PNC assembly inh: inconclusive; IMPase inh: 3

How did N#CC1=C(N)Oc2cc(O)ccc2C1c1ccccc1 (stereo not drawn) do in these assays?
ALOX15B inhib: 0%; 12-hLO inh: -7%; PNC assembly inh: 49; IMPase inh: -11

Results for O=C(NC1CCCCC1)C(c1ccccc1)N1CCCC1 (stereo not drawn) ?
ALOX15B inhib: 9%[2.29 µM]; 12-hLO inh: 0%; PNC assembly inh: 30; IMPase inh: 13

Results for COc1ccc(N2CCN(S(=O)(=O)c3ccc4c(c3)CCCC4)CC2)c([N+](=O)[O-])c1 ?
ALOX15B inhib: -8%; 12-hLO inh: -3%; PNC assembly inh: 12; IMPase inh: 5

How did COc1nnc(-c2ccc(N3CCCCC3)c(NC(C)=O)c2)c2ccccc12 do in these assays?
ALOX15B inhib: -9%; 12-hLO inh: -10%; PNC assembly inh: 30; IMPase inh: -1

Results for CC12CCC(=O)N1C(C(=O)Nc1cccc3ccccc13)CS2 (stereo not drawn) ?
ALOX15B inhib: -1%; 12-hLO inh: -1%; PNC assembly inh: 16; IMPase inh: 3

How did CCOC(=O)C1C(=O)CC(C)(O)C(C(=O)OCC)C1c1ccc(N(CC)CC)cc1 (stereo not drawn) do in these assays?
12-hLO inh: 2%; PNC assembly inh: -119*; IMPase inh: 12

How did C/C(=N\NC(=O)c1cc2c(s1)CCC(C)C2)c1ccncc1 (stereo not drawn) do in these assays?
12-hLO inh: inconclusive; PNC assembly inh: inconclusive

How did COc1ccc(C(=O)N/N=C/c2sc3ccccc3c2O)cc1 do in these assays?
12-hLO inh: 1%; PNC assembly inh: inconclusive

How did COc1ccccc1-n1cnc2cc(NCc3cccs3)ccc21 do in these assays?
ALOX15B inhib: 42%[activator]; 12-hLO inh: -2%; PNC assembly inh: -81*; IMPase inh: 4

What do the screens show for `O=C(CSc1ccc2nnc(-c3ccncc3)n2n1)Nc1ccccc1F`?
ALOX15B inhib: -2%; 12-hLO inh: -2%; PNC assembly inh: 21; IMPase inh: 2

Screening data (PubChem BioAssay)

Only part of the results is shown; count on the stated rates, not on these rows.
